# Bioassay records (PubChem)
# 12-LOX inh: ALOX12 (human) lipoxygenase inhibition; purified 12hLO, xylenol orange hydroperoxide absorbance; Potency, µM (titrated, usually from 108 µM), inactives show at the top dose activity change, negative = inhibition, actives largely listed as inhibitors; AID 1671190; actives 1.1% (n = 580,000); active = well fitted inhibition curve with a large enough effect; inconclusive = small, poorly fitted or top-dose-only effect, or another doubt; inactive = no such curve, though single readings can be large or run the other way
# Target sequence (P18054 whole entry, looked up): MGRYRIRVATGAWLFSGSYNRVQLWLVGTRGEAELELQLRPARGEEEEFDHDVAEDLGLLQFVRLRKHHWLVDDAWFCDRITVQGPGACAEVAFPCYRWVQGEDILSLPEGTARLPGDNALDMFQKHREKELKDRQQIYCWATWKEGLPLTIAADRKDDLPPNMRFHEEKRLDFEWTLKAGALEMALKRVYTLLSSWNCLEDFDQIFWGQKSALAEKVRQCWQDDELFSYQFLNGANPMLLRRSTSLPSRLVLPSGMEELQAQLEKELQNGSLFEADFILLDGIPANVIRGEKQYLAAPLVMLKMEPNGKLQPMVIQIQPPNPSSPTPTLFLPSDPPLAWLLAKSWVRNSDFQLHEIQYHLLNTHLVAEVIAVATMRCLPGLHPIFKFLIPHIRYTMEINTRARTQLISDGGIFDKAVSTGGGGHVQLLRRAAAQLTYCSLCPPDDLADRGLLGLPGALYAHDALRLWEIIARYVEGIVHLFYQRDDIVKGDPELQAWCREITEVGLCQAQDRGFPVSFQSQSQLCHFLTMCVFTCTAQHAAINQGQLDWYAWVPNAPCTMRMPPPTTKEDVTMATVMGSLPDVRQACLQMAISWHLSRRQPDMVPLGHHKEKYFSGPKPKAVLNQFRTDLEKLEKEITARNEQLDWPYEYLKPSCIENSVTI
#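 Purified human 12hLO (150 nM final) in 25 mM Hepes, 0.01% Triton X-100, pH 7.0 was preincubated 15 min at room temperature with compound. Then 40 uM arachidonic acid was added, 30 min. Hydroperoxide was read by Fe-XO absorbance ratio 573/405 nm.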
# * marks the source's active call; other numbers are inactive results; ? = inconclusive; [ ] = another dose, or the depositor's remark. % is scaled to controls: 0 for no effect and ±100 for the full control effect; potency is read from the fitted curve at half-maximal effect.
SMILES,12-LOX inh
O=C(CCc1ncc(-c2ccccc2F)o1)Nc1ccc(Cl)cc1,-32.9%
Cc1nc2c(c(-c3ccc(Cl)cc3)n1)CCN(C(=O)c1ccc(F)cc1)CC2,?
CN[C@@H](CC(C)C)C(=O)N[C@@H]1C=C(C(=O)N[C@H]2CCCNC2=O)C[C@@H](O)[C@@H]1O,2.0%[176 µM]
COc1cc(C(=O)N2CCCC2c2nonc2C)ccc1OC1CCN(C(C)=O)CC1 (stereo not given),-18.5%
CCC(NS(=O)(=O)c1ccc(C(=O)NC2CC2)cc1)c1cnn(C)c1 (stereo not given),46.2%[activator]
CS(=O)(=O)c1ccc(CC(=O)N2CCc3nn(CC#N)c(=O)n3CC2)cc1,49.4%[activator]
COc1ccccc1CN1CCC2(CC1)c1ccccc1[C@@H](NC(=O)c1ccco1)[C@@H]2OC,-2.0%
Cc1cc(C(=O)N[C@H](C)c2onc(C)c2C(=O)O)c(C)o1,-10.3%[176 µM]
Cn1nc(C2CCN(S(=O)(=O)c3cccs3)CC2)n(CCc2ccccc2)c1=O,-12.3%
COC(=O)Cn1c(=O)n(CCc2ccccc2)c(=O)c2sc3c(c21)COC(C)(C)C3,-19.0%
O[C@@H]1C[C@@H](c2nc(-c3ccc(F)cc3)no2)N(Cc2ccncc2)C1,?
COc1ccc(CN2CCN(CC(N)=O)CC2CCO)c(F)c1 (stereo not given),36.9%[activator]
CCc1ccc(C(=O)N2CC(c3nnc(C(C)C)o3)C3(CCOCC3)C2)cc1 (stereo not given),0.6%
Cc1cccnc1-c1cccc2c1OC(CNC(=O)C1CCCc3c1[nH]c1ccccc31)C2 (stereo not given),10.8%
C[S+](=O)([O-])N1CCCC(c2nn(-c3ccccc3)c(=O)[nH]2)C1 (stereo not given),33.5%[176 µM]
Cc1cccc(S(=O)(=O)N(C)C[C@H]2OCc3cnnn3CCCC(=O)N([C@@H](C)CO)C[C@H]2C)c1,0.8%
CC(Sc1ccc2c(c1)CCC2)C(=O)Nc1ccc(C(N)=O)cc1 (stereo not given),?
Cn1ncc(N2CCCC(C(=O)NCCCc3ccccc3)C2)cc1=O (stereo not given),21.1%
Oc1ccc(/C=C/c2cc(-c3ccccc3)cc(-c3ccccc3)[o+]2)cc1,?
CCN(CC)S(=O)(=O)c1ccc2nc(N)sc2c1,-4.6%
CC(C)(C)OC(=O)N/N=C/c1c(Cl)cccc1Cl,25.6%
CC(=O)Nc1ccc(C(=O)C(C)SC2CCCCC2)cc1 (stereo not given),?
Cc1nc(N2CCC(C(=O)Nc3cccc(Cl)c3C)CC2)c2c(C)c(C)oc2n1,?
N#CC1=C(N)n2ncnc2NC1c1ccccc1Cl (stereo not given),?
COc1ccc(OC)c(CN2C(=O)COc3ccccc3C2c2nnnn2C2CCCC2)c1 (stereo not given),-15.6%
CC(C)C(=O)/C(C#N)=C\c1cccc(C#N)c1,-18.0%
CN1CCc2c([nH]c3ccccc23)C12CCN(C(=O)c1cc(CN3CCOCC3)on1)CC2,3.0%
CCCN(CCC)c1nc(-c2ccccc2O)nc2ccccc12,-9.0%
O=C(Cn1nnc(-c2ccc(F)cc2)n1)c1ccc2c(c1)CCCC2,-7.5%
CN(C)C(=O)CNS(=O)(=O)c1ccc(F)c(Cl)c1,-13.1%
Cc1nn(-c2ccc(C(=O)NC3CCCC3)cc2)c(NC(=O)C2CC2)c1-c1ccccc1,-0.4%
CC(=O)N1CCC(Cc2ccc(C(=O)NCc3cn[nH]c3C)cc2)CC1,59.9%[activator]
COc1cc(/C=N/NC(=O)c2nnn(-c3nonc3N)c2C)ccc1OCc1ccc(Cl)cc1,?
O=C(Nc1ccc(Cl)cc1Cl)c1ccc2cc[nH]c2n1,?
CC(C)CSc1nc2c(c(=O)n(C)c(=O)n2C)n1CCCc1ccccc1,-6.9%
CCOC(=O)c1cc(S(=O)(=O)Nc2cccc(C)c2C)[nH]n1,?
COc1cc(C)cc2oc(=O)c(CC(=O)NCc3ccc(C)cc3)c(C)c12,-7.6%
Cc1cc(C(=O)N2CCC2(C)C(=O)Nc2cccc3ccccc23)nn1C (stereo not given),-13.8%
S=C(NCCSc1ccc(Cl)cc1)NC1CC1,?
Cc1ccc2c(c1)CN(CCNC(=O)c1c(-c3ccccc3)noc1C)CC(C)O2 (stereo not given),15.1%
C=C1C(=O)[C@]23C[C@H]1CCC2[C@]1(C)C(=O)CC[C@@](C)(C(=O)O)C1C[C@@H]3O (stereo not given in full),?
CCCCC1CCC(c2ccc(-c3ccc(CC)cc3)nc2)CC1 (stereo not given),28.4%
CN[C@H](C)C(=O)NC[C@H]1O[C@@H](n2ccc(N)nc2=O)[C@H](O)[C@@H]1O,?
C=CCn1c(SCc2coc(-c3ccc(F)cc3)n2)nnc1C1CCS(=O)(=O)C1 (stereo not given),-5.1%
Cc1noc(-c2ccc3c(c2)OCO3)c1C(=O)N1CCC(Cc2ccc(F)cc2)CC1,-2.0%
O=C(c1ccoc1)N1CCCn2cc(-c3ccccc3)nc21,7.9%
CCCCn1c(=O)[nH]c(=O)c2c1nc(-c1ccc(OC)cc1)n2C,-22.6%
COc1cccc(CNC(=O)C2CCN(C(=O)N3CC(C)Oc4ccc(C)cc43)CC2)c1 (stereo not given),-9.8%
O=C(NC1CCCC1)C1CCc2nc(N3CCN(C(=O)C4CCC4)CC3)sc2C1 (stereo not given),22.7%
COc1ccc([C@H]2N[C@]3(CCCN(Cc4ccccc4)C3=O)[C@H]3C(=O)N(C)C(=O)[C@@H]23)cc1,?

# Next records:
SMILES,12-LOX inh
Cc1cccc(C(=O)Nc2cccc(-c3cn4ccccc4n3)c2)c1,32.8%[activator]
O=C(N[C@@H](C(=O)NCc1ccncc1)c1ccccc1)C(c1ccccc1)c1ccccc1,10.2%
COC(=O)[C@]12C[C@H](CC(=O)NCCCN3CCCC3=O)C(=O)N(CCc3ccc(OC)c(OC)c3)C1=C[C@H](COCc1ccccc1)O[C@@H]2C,0.8%
O=C(O)CO[C@@H]1COCC[C@H]1NC(=O)C1(CO)CC1,14.8%
CC(C)CC(=O)N1CCC(c2noc(-c3cnccn3)n2)C1 (stereo not given),54.5%[activator]
O=C(C1CC(=O)N(C2CC2)C1)N1CCC(Oc2cccc(Cl)c2)CC1 (stereo not given),30.8%[activator]
COc1ccc2c(ccn2CC(=O)NCC2CCC(C(=O)O)CC2)c1 (stereo not given),-26.6%
CCn1c(CNC(C)c2ccc(F)c(F)c2)nc2cc(S(=O)(=O)N3CCOCC3)ccc21 (stereo not given),67.4%[activator]
O=C(COc1ccc(Cl)cc1)c1ccc(Cl)cc1Cl,7.8%
O=S1(=O)c2ccc(Br)cc2OCCC2CCCCN21 (stereo not given),?
CC(C)NC(=O)Nc1c(NC2CCCCC2)c2ccccc2oc1=O,-8.8%
COc1ccc(CNc2oc(-c3ccc(C)cc3)nc2C#N)cc1,-6.4%
CC(C)N(Cc1ccccc1)C(=O)COc1ncnc2c(Cl)cc(Cl)cc12,-19.9%
Cc1ccc2c(c1)N1C(=O)OC[C@@H]1CCN(C(=O)c1ccc(C(F)(F)F)cc1)C2,-2.4%[176 µM]
Cc1ccc(C(O)Cn2ccn3nc(-c4ccc(F)cc4)cc3c2=O)cc1C (stereo not given),24.2%
Cc1noc(C)c1-c1cc2cc(CN(C)C)oc2c(N2CCN(c3ccccn3)CC2)n1,-16.9%[176 µM]
CONC(=O)Cc1ccc(OC)cc1,-40.3%
COc1ccc(C(=O)N2C[C@@H]3OCC(=O)N(CC4CCCCC4)[C@@H]3C2)cc1,10.4%[176 µM]
CC(C)c1nc2c(c(-c3ccc(O)cc3)n1)CCN(Cc1ccccc1C(F)(F)F)CC2,13.4%
COc1ccc(-n2nc(C3CCN(C(=O)C(C)(C)C)CC3)[nH]c2=O)cc1,14.6%
CCN=C1NC(CCc2ccccc2)C(C(=O)OC)=C(C)N1Cc1ccccc1C(F)(F)F (stereo not given),?
COC(=O)c1cc(NC(=O)c2nc3ccccc3nc2N2CCCC2)cc(C(=O)OC)c1,-6.8%
COc1cccc2ccc(N3CCN(Cc4ccccc4)CC(O)C3)nc12 (stereo not given),15.5%
O=C(Cc1cccc(F)c1)N1CCC2(CC1)NC(=O)N(c1cccc(F)c1)N2,6.31µM*
Cc1nc2n(c1C(=O)N(C)C)CCN(C(=O)c1cc(=O)n(C)c(=O)n1C)C2,?
O=S(=O)(NC1CCCN(c2nc3ccccc3s2)C1)N1CCCC1 (stereo not given),-25.0%
COc1ccc(N2CCN(C(=O)c3ccc(N4CC5CC(C4)[C@H]4CCCC(=O)N4C5)nc3)CC2)cc1 (stereo not given in full),33.6%[activator]
O=C(COC(=O)C1C=CCCC1)c1cccc([N+](=O)[O-])c1 (stereo not given),?
CCN(CC)CCCNC(=O)NC12CC3CC(CC(C3)C1)C2,?
Cc1cccc(-c2cnc(C)nc2C2CCCN(C(=O)c3cccc(Cn4cccn4)c3)C2)c1 (stereo not given),10.7%
COC(=O)[C@H](CC(C)C)N(CCc1cn(Cc2ccccc2)nn1)S(=O)(=O)c1ccccc1Br,8.1%
C#CCNC(=O)c1ccc(-n2ccc(C(F)(F)F)n2)cc1,15.8%
Cc1ccc([C@H]2N[C@]3(CCCN(Cc4ccc(C(F)(F)F)cc4)C3=O)[C@H]3C(=O)N(C)C(=O)[C@@H]23)cc1,?
CN(Cc1ccccc1)c1oc(COc2ccc(F)cc2)nc1C#N,?
Cc1cc2c(c(=O)o1)[C@@]1(C(=O)N(C)c3cccc(Br)c31)C1=C(CCCC1=O)O2,3.4%
CC(=O)N[C@@H](C)C(=O)NCC1Cc2cc(C)cc(-c3cnccn3)c2O1 (stereo not given in full),4.4%
Cc1cccc(N(CC(=O)N2CCCC2)S(C)(=O)=O)c1C,12.9%
Cc1ccc(CN2CCN(C(=O)/C=C/[C@H]3O[C@@H](n4cc(C)c(=O)[nH]c4=O)C[C@@H]3O)CC2)cc1,-13.7%
Cc1ccc2c(C(=O)O)csc2c1,9.2%
Cc1ccc(C(C(=O)NCc2c(C)n[nH]c2C)N(C)C)cc1 (stereo not given),23.8%
CCNC(=O)CN1CCN(C(=O)[C@@H](N)Cc2cnc[nH]2)CC1,97.9%[activator]
O=C(NCCc1ccc(Cl)cc1Cl)C1CNCCO1 (stereo not given),2.6%
Cc1c(Cl)cccc1NC(=O)c1nc2ccccc2nc1N1CCN(C)CC1,-4.9%
CCCCn1nc(C(=O)NCC(F)(F)F)c2ccccc2c1=O,-0.5%
O=C(Nc1cccc(-c2nnc3n2CCCC3)c1)c1ccc(Cl)cc1,39.5%
COCCn1cc2c3c(cccc31)CN(C(=O)c1cc(F)ccc1Cl)CC2,25.1µM*
CN1CCN(C(=O)c2cc3c(c(-c4cccc(-c5cc6ccccc6o5)c4)n2)[C@@H](CCO)N(S(=O)C(C)(C)C)C3)CC1 (stereo not given in full),9.2%
CCNc1nccc(N2CCC(CC(=O)NCCCOC)CC2)n1,-3.7%
COc1ccccc1N1CCN(C(=O)CCc2ccccc2C)CC1=O,-0.2%
CCOc1ccc(-c2cc3c(N4CCC(C(=O)NCc5cccs5)CC4)nccn3n2)cc1,18.0%

# New compounds follow.
SMILES,12-LOX inh
COCCNc1nc(Nc2ccc(Cl)cc2F)c2sccc2n1,1.2%
COCC(=O)N1CCN(C(=O)c2cccc(F)c2)C[C@H]1C(=O)N[C@H](C)C(=O)OC,15.4%[176 µM]
COC[C@@H]1CN(C(=O)c2occc2C)C[C@H]1c1ccccn1,11.8%
COc1ccc(CCC(=O)N2CCC[C@H]2c2nc(-c3ccc(OC)c(OC)c3)no2)cc1,13.8%
COc1ccc(C(=O)n2nc(-c3ccc(C)cc3)nc2N)cc1,12.8%
CC1=C[C@@H](CNC(=O)COc2ccccc2)[C@H](C(C)C)C[C@H]1Cc1nc2ccncc2[nH]1,5.4%[176 µM]
O=C1NCCCCCCN(C(=O)C2CCCCC2)[C@H]2CCCC[C@@H]12,5.5%
CCCN1C(=O)CC[C@@H](S(=O)(=O)c2ccccc2)[C@@H]1c1ccc(OC)cc1,14.4%
COc1ccc(Cl)cc1NS(=O)(=O)c1cccc(C(=O)N2CCc3sccc3C2)c1,?
C=CCn1c(N2CCN(Cc3ccc(Cl)cc3Cl)CC2)nc2c1c(=O)[nH]c(=O)n2C,-4.2%
COc1ccc(CN2CCN(C(=O)c3cc4c(s3)CCC4)CC2)cc1,?
CC1CCN(c2nc3c(c(=O)n(C)c(=O)n3C)n2CC(=O)c2ccc(Br)cc2)CC1,-62.6%
COc1ccc(-c2ccc(=O)n(C3CCc4ccccc4NC3=O)n2)c(F)c1 (stereo not given),-19.6%

# These rows are one share of the data. The share of hits here may be higher or lower than overall.
